# Source: PubChem
# FXIa inh 1536: human FXIa protease inhibitors, primary screen, biochemical, 1536-well; AID 798, 2007; purified FXIa, Boc-Glu-Ala-Arg-AMC fluorogenic substrate; actives 0.14% (n = 220,000); inhibition, % at 5 µM;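 active = inhibition of at least 40%; inactive = inhibition below 40%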;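 note: fluorescence of freed AMC excited at 355 nm; 0% = enzyme without compound and 100% = no enzyme blank; many of its hits are not listed in these tables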
# KCC2 mod: KCC2 cotransporter modulators, thallium flux, primary screen, cell-based, HEK293 KCC2, FluoZin-2 fluorescence, MLSMR; Solute carrier family 12 member 5 (Homo sapiens), Q9H2X9; KCC2 cells, thallium flux FluoZin-2 fluorescence; B-score of Tl+ flux slope (higher = more flux/activation; lower = inhibition) at 10 µM; actives 2.2% (n = 190,000); AID 1456, 2008;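 active = thallium flux slope and its plate-corrected score both differing from the plate sample mean at a set confidence after two filtering rounds, in either direction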;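 note: slope of fluorescence scaled to starting intensity during 10 to 20 s after thallium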
# Wee1 degr inh: Wee1 degradation inhibitors, primary screen, cell-based, HeLa, Wee1K328M-luciferase, luminescence; Wee1-like protein kinase (Homo sapiens), P30291; HeLa Luc-Wee1K328M stability; 100% = proteasome inhibitor MG132 effect; actives 1.2% (n = 220,000); reporter increase, % at 5 µM; AID 1321, 2008;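 active = activation above the mean of all tested compounds plus 3 SD, set per screening run, cut at about 8.8% in these data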;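 note: cells exposed to compound for 20 h before luminescence read; 0% = DMSO alone and 100% = MG132 at 30 µM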
# KLK5 inh: human KLK5 protease inhibitors, primary screen, biochemical, 1536-well. Kallikrein-5 (Homo sapiens), Q9Y337. recombinant hK5, fluorogenic AMC substrate cleavage. inhibition, % at 5 µM. actives 0.59% (n = 210,000);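 active = inhibition of 40% or more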;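 note: 0% = enzyme controls without compound and 100% = no-enzyme blanks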
# Target sequence (Q9Y337 67-293 limits assumed): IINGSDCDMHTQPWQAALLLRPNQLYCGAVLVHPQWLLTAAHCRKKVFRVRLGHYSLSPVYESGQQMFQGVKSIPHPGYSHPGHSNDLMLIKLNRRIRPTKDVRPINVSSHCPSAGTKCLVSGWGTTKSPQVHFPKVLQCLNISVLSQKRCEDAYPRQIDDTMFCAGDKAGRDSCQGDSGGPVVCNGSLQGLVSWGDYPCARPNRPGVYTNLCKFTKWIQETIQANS
# Furin inhibitor: human furin inhibitors, primary screen, biochemical, fluorescence intensity; inhibition, % at 30 µM; P09958; actives 0.061% (n = 220,000); purified furin, fluorogenic substrate cleavage; in the data active = inhibition above about 25%; note: inactives centre near -15
# Thrombin inh: human alpha-thrombin inhibitors, primary screen, counter-screen for coagulation protease inhibitor project, biochemical, 1536-well, fluorogenic AMC substrate | actives 0.26% (n = 220,000) | Boc-VPR-AMC fluorogenic substrate cleavage | inhibition, % at 5 µM | Prothrombin (Homo sapiens), P00734;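 active = inhibition at or above 40%; inactive = inhibition below 40%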;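 note: 0% = enzyme with no compound and 100% = wells without enzyme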
#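 Test system: human alpha-thrombin protein / Dosing: one concentration per compound, 5 µM, with 0.2% DMSO / Medium: pH 7.5 Tris-saline with Tween 20 / Benchmarks: no-compound enzyme wells and no-enzyme blanks / Read-out basis: percent inhibition of thrombin substrate cleavage / Timing: reaction at room temperature / Measured by: fluorescence, ex 355 nm, em 460 nm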
# p97 inhibitor: inhibitors of human p97 ATPase, primary screen, biochemical; actives 0.42% (n = 220,000); AID 1481, 2009; inhibition, % at 8 µM; recombinant p97 ATPase, Kinase-Glo ATP luminescence, 3 h; in the data active = inhibition above about 15%;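 note: 0% = DMSO vehicle and 100% = wells lacking enzyme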
# Target sequence (P55072 whole entry, looked up): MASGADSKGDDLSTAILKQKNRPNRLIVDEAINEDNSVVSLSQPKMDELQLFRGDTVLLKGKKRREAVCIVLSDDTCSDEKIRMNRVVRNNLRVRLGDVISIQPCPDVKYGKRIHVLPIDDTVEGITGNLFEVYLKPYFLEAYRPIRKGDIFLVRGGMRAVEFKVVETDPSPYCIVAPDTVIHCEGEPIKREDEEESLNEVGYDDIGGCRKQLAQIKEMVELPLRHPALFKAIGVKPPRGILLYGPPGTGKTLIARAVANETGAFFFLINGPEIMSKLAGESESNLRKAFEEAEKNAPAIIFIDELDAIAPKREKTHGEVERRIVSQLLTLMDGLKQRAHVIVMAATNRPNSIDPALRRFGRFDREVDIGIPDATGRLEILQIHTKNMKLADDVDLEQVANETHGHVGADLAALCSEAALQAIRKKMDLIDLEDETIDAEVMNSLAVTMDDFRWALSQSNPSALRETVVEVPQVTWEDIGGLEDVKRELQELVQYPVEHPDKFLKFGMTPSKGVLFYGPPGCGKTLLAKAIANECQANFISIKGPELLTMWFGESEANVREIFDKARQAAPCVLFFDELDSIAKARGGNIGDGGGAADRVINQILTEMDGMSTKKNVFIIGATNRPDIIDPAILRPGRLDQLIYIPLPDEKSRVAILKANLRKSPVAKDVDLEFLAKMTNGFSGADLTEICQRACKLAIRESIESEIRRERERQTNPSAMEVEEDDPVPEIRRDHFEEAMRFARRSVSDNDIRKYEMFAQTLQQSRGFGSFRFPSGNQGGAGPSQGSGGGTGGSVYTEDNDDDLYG
# FXIIa inh: human FXIIa protease inhibitors, primary screen, biochemical, 1536-well; Coagulation factor XII (Homo sapiens), P00748; purified FXIIa, Boc-QGR-AMC fluorogenic substrate, 2 h; inhibition, % at 5 µM; actives 0.3% (n = 220,000); in the data active = inhibition above about 40%;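 note: 0% = enzyme with no compound and 100% = blank without enzyme; many of its hits are not listed in these tables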
# PERK inhibitor: block of dimerizer-induced PERK translation repression, primary screen, PERK inhibitor project, CHO PERK-DD cells, SEAP luminescence, HTS. Eukaryotic translation initiation factor 2-alpha kinase 3 (Homo sapiens), Q9NZJ5. CHO PERK-DD fusion, SEAP luminescence translation reporter. inhibition, % at 5.6 µM. actives 0.17% (n = 220,000);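 active = inhibition above the mean inhibition of all tested compounds plus 3 SD, set separately per screening campaign, cut at about 2.9% in these data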;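 note: PERK kinase domain activated by AP20187 dimerizer at 100 nM; 0% = DMSO with dimerizer and 100% = rapamycin at 8.4 µM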
# * hit, by the source's call; / = not tested or not shown; [ ] = another dose, or the depositor's remark.
entry	SMILES	KCC2 mod	PERK inhibitor	FXIa inh 1536	KLK5 inh	Furin inhibitor
1	O=C(c1ccc(=O)n(Cc2ccccc2)n1)N1CCN(C/C=C/c2ccccc2)CC1	0.13	-1.1	2	-10	-15
2	O=C(Cc1ccc(Cl)cc1)NNC(=S)NC(=O)c1cccnc1	0.14	0.0	-3	-19	-12
3	COc1ccc(C2=C(SC)CC2=NC(C)(C)C)cc1	0.51	0.6	-9	-11	-11
4	O=C(Nc1ccc(F)cc1)c1ccc(-n2cncn2)c([N+](=O)[O-])c1	-0.75	0.0	-6	-23	-18
5	CCCc1nc2c(sc3nc4c(cc32)COC(C)(C)C4)c(=O)n1Cc1ccco1	-1.8	-0.4	-10	-11	-13[20 µM]
6	COc1ccccc1CNS(=O)(=O)c1ccc2[nH]cc(C(=O)O)c(=O)c2c1	0.16	1.1	0	-25	-15
7	O=C(Nc1nc2ccc(S(=O)(=O)N3CCCCC3)cc2s1)c1cccnc1	/	0.2	-15	11	-14[20 µM]
8	CCC1Oc2ccccc2N(CC(=O)NCCN2CCc3ccccc3C2)C1=O (stereo unspecified)	0.16	-1.2	6	-26	-10

entry	p97 inhibitor	FXIIa inh	Wee1 degr inh	Thrombin inh
1	0	19	0	4
2	6	4	-1	3
3	-4	-3	-1	-4
4	-5	-8	7	0
5	-2	16	0	-3
6	3	7	6	2
7	-3	12	-3	0
8	-6	12	-3	-3

# (more compounds)
entry	SMILES	KCC2 mod	PERK inhibitor	FXIa inh 1536	KLK5 inh	Furin inhibitor
9	CCOC(=O)c1cccc(S(=O)(=O)N(CCO)Cc2cc3cc(OC)ccc3[nH]c2=O)c1	0.69	0.2	-8	-23	-13
10	O=C(O)COc1ccccc1/C=N/Nc1ccc(S(=O)(=O)Nc2ccc(Cl)cc2)cc1[N+](=O)[O-]	-0.92	-0.1	1	1	-17
11	C/C(=N\Nc1nc2ccccc2[nH]1)c1ccc(Cl)s1	-0.15	-0.4	0	-19	-6
12	O=C(CN1CCCCC1)Nc1nnc(-c2ccc([N+](=O)[O-])cc2)s1	-0.13	0.2	-2	2	1[20 µM]
13	COc1ccc(S(=O)(=O)Nc2ccccc2OC)cc1C	/	-0.1	21	5	-16[20 µM]
14	CCn1c2ccccc2c2nnc(SCC(=O)Nc3c(C)n(C)n(-c4ccccc4)c3=O)nc21	-1.5	0.1	14	6	0[20 µM]
15	O=C(/C=C/c1ccc(Cl)cc1Cl)n1cccn1	-0.95	0.4	-3	5	-10[20 µM]
16	O=C(NCCSCc1ccccc1)c1ccc(Cl)c(S(=O)(=O)N2CCOCC2)c1	-0.86	-0.7	-8	-12	-12[20 µM]

entry	p97 inhibitor	FXIIa inh	Wee1 degr inh	Thrombin inh
9	3	2	-1	1
10	0	7	-2	-2
11	3	7	2	-12
12	1	6	0	3
13	3	-7	0	0
14	1	9	-2	3
15	3	7	2	-5
16	-7	1	1	-9

# (cont.)
entry	SMILES	KCC2 mod	PERK inhibitor	FXIa inh 1536	KLK5 inh	Furin inhibitor
17	Cc1ccc(NC2=C(NC(=O)c3ccccc3)C(=O)c3ccccc3C2=O)cc1Cl	-0.86	-1.2	-7	-2	-8
18	Cc1cc(NC(=O)COC(=O)c2ccc(S(=O)(=O)N3CCCC3)cc2)no1	0.3	-0.7	-3	-3	-20
19	CC(Oc1ccccc1)C(=O)N1CCN=C1SCc1ccccc1F (stereo unspecified)	-1.5	1.4	-1	8	-10
20	O=C(NCCc1ccccc1)C(=O)NCC1OCCN1S(=O)(=O)c1ccccc1 (stereo unspecified)	-1.5	-0.1	0	0	-22
21	COc1ccc(/C=N/Nc2nn3cnnc3c3ccccc23)cc1	-0.066	1.3	5	3	4
22	Cc1cc(OCCNCCO)cc(C)c1Cl	-0.055	-0.2	6	7	-8
23	Nc1nnc(Cc2ccc(Cl)cc2Cl)s1	-2.3	-0.2	-11	1	-11[20 µM]
24	CSCCC(NS(=O)(=O)c1ccc2c(c1)oc(=O)n2C)C(=O)NCc1ccccc1 (stereo unspecified)	0.51	1.2	-1	-1	-21

entry	p97 inhibitor	FXIIa inh	Wee1 degr inh	Thrombin inh
17	-6	1	-3	-8
18	-1	3	-2	-12
19	8	13	-2	6
20	2	10	-1	-5
21	-2	13	-3	4
22	-4	3	2	-2
23	-4	-1	3	-5
24	4	7	6	-5

# The list continues:
entry	SMILES	KCC2 mod	PERK inhibitor	FXIa inh 1536	KLK5 inh	Furin inhibitor
25	O=C(CSc1ccccc1C(=O)O)NC1CCCCCC1	1.4	1.2	0	1	-25
26	Cc1ccc(S(=O)(=O)NC(CC(C)C)C(=O)Nc2nccs2)cc1 (stereo unspecified)	/	-1.5	1	-26	1[20 µM]
27	CN1CCN(/N=C/c2ccc(Br)cc2)CC1	1.7	1.1	1	-1	-14
28	Cc1cccn2c(=O)c(C=NCc3ccccc3)c(NCCO)nc12	0.3	0.2	-2	-14	-16
29	CC(C)N(Cc1cc2ccccc2[nH]c1=O)C(=O)c1cccc([N+](=O)[O-])c1	-0.077	-1.2	-3	-3	-11
30	CSc1nn2c(C(F)(F)F)cc(C(F)(F)F)nc2c1C(N)=O	0.13	0.2	-6	16	-5
31	O=C(CCC(=O)c1cccs1)NC1CCCCCC1	-0.029	1.3	15	-5	-14
32	COc1ccc(CCNC(=O)COc2ccc(S(=O)(=O)N3CCOCC3)cc2)cc1	/	0.6	-6	-10	-10[20 µM]

entry	p97 inhibitor	FXIIa inh	Wee1 degr inh	Thrombin inh
25	5	5	-3	1
26	-2	14	1	-1
27	6	6	0	-3
28	0	11	2	-1
29	4	2	0	-12
30	0	7	0	3
31	2	5	-1	-6
32	1	10	-2	4

# Additional results follow:
entry	SMILES	KCC2 mod	PERK inhibitor	FXIa inh 1536	KLK5 inh	Furin inhibitor
33	CCN(CC)C(=O)c1cn(-c2ccccc2)nc1-c1ccc2c(c1)OCCO2	-1.7	-0.1	-2	1	-20
34	COc1ccc(OC)c(C(c2nnnn2CCc2ccccc2)N2CCN(c3ccccc3)CC2)c1 (stereo unspecified)	0.42	-0.2	-29	3	-24
35	COC(=O)[C@H](CCSC)NC(=O)NCc1ccc(S(N)(=O)=O)cc1	/	0.9	8	-15	-19
36	COC(=O)c1ccc(Oc2c(C)oc3c(CN4CCN(C)CC4)c(O)ccc3c2=O)cc1	/	-0.5	-15	-214	-14
37	COc1ccc(C(c2nnnn2Cc2ccccc2)N2CCN(C(=O)c3ccco3)CC2)cc1 (stereo unspecified)	-2.5	-0.7	0	26	-25
38	O=C(Nc1cc(S(=O)(=O)N2CCOCC2)ccc1O)c1ccc(NS(=O)(=O)c2ccc(Cl)s2)cc1	1.1	0.9	5	-16	-7
39	CCc1ccc(Nc2nnc(SCC(=O)Nc3cccnc3Cl)s2)cc1	-3.1	0.0	-16	-8	-18
40	Cc1noc(C)c1CSCC(=O)Nc1nc2ccc(Oc3ccccc3)cc2s1	0.00058	-1.4	-10	-4	2[20 µM]

entry	p97 inhibitor	FXIIa inh	Wee1 degr inh	Thrombin inh
33	6	8	-2	-1
34	-1	4	1	-6
35	4	17	0	3
36	-7	-35	-3	-17
37	-3	6	-6	0
38	6	4	-4	-5
39	-6	-3	1	-14
40	-3	38	0	-7

# (list continues)
entry	SMILES	KCC2 mod	PERK inhibitor	FXIa inh 1536	KLK5 inh	Furin inhibitor
41	Cc1nn(CCO)c(C)c1Oc1ccccc1O	0.0086	0.3	-56	4	-29
42	Cc1cccc(OCc2nnc(NC(=O)c3cccs3)s2)c1	-0.22	0.2	16	-6	-10[20 µM]
43	CCOC(=O)C(C)Sc1ccc2nnc(CCNS(=O)(=O)c3ccc(C)cc3)n2n1 (stereo unspecified)	0.0024	0.1	4	/	-33
44	CCCCNC(=O)NS(=O)(=O)c1ccc(C(=O)OC)o1	-0.18	1.6	0	4	-8[20 µM]
45	CC1CCC(NC(=O)C2CCN(C(=O)NC3CCCCC3)CC2)CC1 (stereo unspecified)	1.5	-0.2	-3	-8	-13
46	CCC(C)NC(=O)C(NS(=O)(=O)c1cccc2nsnc12)c1ccccc1 (stereo unspecified)	-0.9	-1.0	0	5	-19
47	[O-]/C(=C(\C(=S)NCc1ccccc1)[n+]1ccccc1)c1ccc(Cl)cc1	0.51	-0.1	0	1	-13
48	Cc1ccccc1N=CC1=C(O)c2ccccc2C1=O	-0.058	0.2	-1	-5	-14

entry	p97 inhibitor	FXIIa inh	Wee1 degr inh	Thrombin inh
41	3	16	2	1
42	2	22	1	-4
43	0	13	0	2
44	-2	2	-2	-8
45	1	14	-3	-17
46	1	-2	-1	2
47	-3	7	1	1
48	-4	5	-1	0

# Next section:
entry	SMILES	KCC2 mod	PERK inhibitor	FXIa inh 1536	KLK5 inh	Furin inhibitor
49	COc1cc(C2NC(=S)NC(c3ccccc3)=C2C(C)=O)cc(Cl)c1OCC(=O)O (stereo unspecified)	/	1.9	20	1	-21[20 µM]
50	CC(NC(=O)CCn1c(=S)[nH]c2ccsc2c1=O)c1ccccc1 (stereo unspecified)	-2.2	1.9	-3	-2	-17
51	CC1Cn2c(nc3sc4c(c3c2=O)CCC4)N1CCO (stereo unspecified)	0.07	0.6	6	-31	-14
52	CCOC(=O)c1[nH]c(C)c(C(=O)N2CCN(c3ccccc3)CC2)c1C	/	-0.6	6	18	-9
53	Cc1nc2ncnn2c(C)c1CCC(=O)NCc1ccc2c(c1)OCO2	0.44	0.9	3	-11	-26
54	Cc1c(C(C)C)c(=O)n(-c2ccc(S(=O)(=O)NC3CC3)cc2)n1C	/	1.1	17	0	-23
55	CCC(=O)Oc1ccc(C(=O)Nc2ccc([N+](=O)[O-])cc2)cc1	-0.1	0.7	-4	0	-17
56	CCCCN=C1NN=C(c2cccc([N+](=O)[O-])c2)CS1	1.2	-0.2	1	0	-23
57	CCOC(=O)N1CCN(C(=O)CN(c2ccc(OC)cc2)S(C)(=O)=O)CC1	0.46	-0.6	9	-9	-13[20 µM]

entry	p97 inhibitor	FXIIa inh	Wee1 degr inh	Thrombin inh
49	3	17	-3	1
50	3	5	2	-11
51	6	6	-3	2
52	-8	17	-1	3
53	3	21	1	0
54	4	9	-2	-13
55	0	6	12*	-4
56	1	9	1	-1
57	3	16	0	3
